Screens (PubChem)
OXTR ag = human OXTR agonists, primary screen, fluorescence, CHO-OTR cells, Fluo-8 calcium. Oxytocin receptor (Homo sapiens), P30559. Fluo-8 calcium fluorescence; normalized: DMSO 0%, oxytocin 100%. activation, % at 3 µM. 0.32% of 320,000 active. AID 2435, 2010;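 active = activation above the mean of all tested compounds plus 3 SD, cutoff set per screening run, cut at about 20% in these data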;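 also: peak over basal fluorescence ratio from a 100 s FLIPR kinetic read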
V1aR counter = agonists of human V1a receptor, primary screen, counter-screen for OXTR agonist project, fluorescence, CHO-V1R cells. Vasopressin V1a receptor (Homo sapiens), P37288. Fluo-8 calcium fluorescence, agonist mode; 0% DMSO, 100% 3 nM vasopressin. activation, % at 3 µM. 0.25% of 320,000 active. AID 2797, 2010;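 active = activation above the mean activation of all tested compounds plus 3 SD, per screening run, cut at about 20% in these data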;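 also: signal is peak over basal fluorescence ratio across a 100 second FLIPR read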
GPR7 antagonist = GPR7 receptor antagonists, primary screen, cell-based, fluorescence, single concentration | AID 1861, 2009 | inhibition, % at 4.4 µM | GPR7-expressing cells, fluorescence antagonist assay | 1.1% of 290,000 active | Neuropeptides B/W receptor type 1 (Homo sapiens), P48145; in the data active = inhibition above about 16%, passing the limit was not always enough;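 also: cells stimulated with the agonist NPW; 0% = agonist with vehicle and 100% = vehicle without agonist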
Target sequence (P48145 whole entry, looked up): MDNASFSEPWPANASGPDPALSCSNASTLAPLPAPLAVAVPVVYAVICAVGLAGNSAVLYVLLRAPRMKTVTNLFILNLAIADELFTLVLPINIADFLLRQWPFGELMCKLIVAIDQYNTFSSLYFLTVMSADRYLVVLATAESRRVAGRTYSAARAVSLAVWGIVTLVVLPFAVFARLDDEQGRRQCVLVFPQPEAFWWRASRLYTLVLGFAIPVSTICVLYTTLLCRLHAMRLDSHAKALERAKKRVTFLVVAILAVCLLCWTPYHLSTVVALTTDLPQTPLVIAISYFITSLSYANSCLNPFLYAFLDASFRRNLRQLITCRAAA
IMP-1 inh = IMP-1 metallo-beta-lactamase inhibitors, primary screen, biochemical, epi-absorbance readout, Pseudomonas aeruginosa enzyme. AID 1556, 2009. metallo-beta-lactamase IMP-1 (Pseudomonas aeruginosa). 0.45% of 290,000 active. purified IMP-1, nitrocefin hydrolysis, epi-absorbance fluorescence. inhibition, % at 5.6 µM;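 active = inhibition above the mean plus 3 SD of all compounds in the same screening run, cut at about 4.5% in these data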;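 also: 0% = IMP-1 with DMSO and 100% = DMSO wells lacking enzyme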
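system = purified recombinant IMP-1 beta-lactamase | amount = 0.2 nM IMP-1, as dispensed | medium = HEPES buffer pH 7.1 with ZnSO4 and Brij 35 | times = 25 °C, 15 min preincubation, 25 min reaction | detection = plate fluorescence quenching by hydrolysis product, ex 480/em 530 nm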
PHOSPHO1 inh = PubChem AID 1565 | inhibition, % at 13.3 µM | 1.1% of 290,000 active | Phosphoethanolamine/phosphocholine phosphatase (Homo sapiens), Q8TCT1 | recombinant PHOSPHO1, absorbance phosphatase assay; in the data active = inhibition above about 60%
Target sequence (Q8TCT1 whole entry, looked up): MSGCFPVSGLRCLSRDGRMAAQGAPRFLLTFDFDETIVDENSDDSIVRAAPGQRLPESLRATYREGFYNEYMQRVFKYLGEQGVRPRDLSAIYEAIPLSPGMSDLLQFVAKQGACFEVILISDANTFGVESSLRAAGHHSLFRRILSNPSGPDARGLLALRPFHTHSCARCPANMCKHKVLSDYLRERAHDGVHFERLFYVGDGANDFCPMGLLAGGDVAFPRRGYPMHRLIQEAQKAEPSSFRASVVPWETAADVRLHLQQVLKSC
GalR3 antagonist = GalR3 antagonists in HEK293 cells, primary screen, cell-based, fluorescence readout; Galanin receptor type 3 (Homo sapiens), O60755; HEK293 GalR3-CNG cAMP membrane potential fluorescence; galR3 body fused to GalR1 C-terminus; inhibition, % at 3 µM; 0.44% of 360,000 active; AID 651719, 2012;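 active = inhibition above the screen-wide average plus 3 SD, cut at about 13% in these data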;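 also: forskolin and galanin both at EC90 stimulate the cells; cAMP rise reported by CNG channel membrane potential dye signal; 0% = forskolin plus galanin with DMSO and 100% = forskolin alone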
Target sequence (O60755 1-299 limits assumed): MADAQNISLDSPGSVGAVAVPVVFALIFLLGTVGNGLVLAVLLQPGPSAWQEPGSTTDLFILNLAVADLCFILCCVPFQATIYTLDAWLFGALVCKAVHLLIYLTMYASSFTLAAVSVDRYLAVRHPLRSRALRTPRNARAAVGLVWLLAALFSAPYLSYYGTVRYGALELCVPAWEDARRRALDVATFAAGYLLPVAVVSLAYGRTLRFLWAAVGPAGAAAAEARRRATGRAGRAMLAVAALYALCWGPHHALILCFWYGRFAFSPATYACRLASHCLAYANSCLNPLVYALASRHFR
DNA FID counter = compounds displacing fluorescent DNA intercalator, primary screen, artefact control for HCV NS3 helicase inhibitor project, biochemical, FID fluorescence; inhibition, % at 7.9 µM; AID 1845, 2009; DNA fluorescent intercalator displacement; 0.17% of 290,000 active; in the data active = inhibition above about 37%;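 also: 0% = vehicle and 100% = reference compound; higher means more ethidium bromide displaced from hairpin DNA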
VIM-2 inh = VIM-2 metallo-beta-lactamase inhibitors, primary screen, biochemical, epi-absorbance readout, Pseudomonas aeruginosa enzyme | purified VIM-2, nitrocefin hydrolysis, epi-absorbance fluorescence | inhibition, % at 5.6 µM | 0.89% of 290,000 active;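 active = inhibition above the mean of all tested compounds plus 3 SD, cutoff set per screening run, cut at about 7.5% in these data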;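 also: red hydrolysis product quenches plate fluorescence so inhibitors raise well fluorescence; 0% = enzyme with DMSO and 100% = DMSO without enzyme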
NS3 helicase inh = inhibitors of HCV NS3 helicase, primary screen, biochemical, Cy5 molecular beacon fluorescence; AID 1800, 2009; inhibition, % at 10.9 µM; 0.56% of 290,000 active; NS3 helicase DNA unwinding;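 active = inhibition above the mean of all tested compounds plus 3 SD, set per campaign, cut at about 35% in these data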;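 also: 0% = DMSO wells and 100% = thioflavine S control wells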
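System: HCV NS3 helicase fragment; control set: DMSO and thioflavine S; technique: Cy5 fluorescence at 0 and 60 min, beacon hairpin quenching; reagent: beacon DNA duplex substrate plus ATP; replicates: singlicate; schedule: 1 h reaction at 25 °C, ATP-initiated; medium: MOPS buffer pH 6.5 with MgCl2, DTT, Tween20, BSA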
* marks the source's active call; other numbers are inactive results.

Results for Cc1ccc[n+](CC(=O)N2CCCc3ccccc32)c1 ?
OXTR ag: 0.8; V1aR counter: -0.1; GPR7 antagonist: -6; IMP-1 inh: -2.3; PHOSPHO1 inh: 47; GalR3 antagonist: -5; DNA FID counter: 3; VIM-2 inh: -5.7; NS3 helicase inh: 4

Results for COc1cc(C2NC(=S)NC(C)=C2C(=O)Nc2ccc(C)cc2)ccc1O (stereo unspecified) ?
OXTR ag: 0.5; V1aR counter: 0.3; GPR7 antagonist: 0; IMP-1 inh: -3.8; PHOSPHO1 inh: 36; GalR3 antagonist: -4; DNA FID counter: -2; VIM-2 inh: -3.6; NS3 helicase inh: 3

What do the screens show for `CN(C)S(=O)(=O)c1ccc(C(=O)NCc2nnc(SCC(=O)NCc3ccco3)o2)cc1`?
OXTR ag: 0.1; V1aR counter: -1.4; GPR7 antagonist: -11; IMP-1 inh: -3.2; PHOSPHO1 inh: 38; GalR3 antagonist: 2; DNA FID counter: -7; VIM-2 inh: -2.4; NS3 helicase inh: 4

How did COc1ccccc1NC(=S)NC1CCC(CC2CCC(NC(=S)Nc3ccccc3OC)CC2)CC1 (stereo unspecified) do in these assays?
OXTR ag: 0.5; V1aR counter: 0.1; GPR7 antagonist: 18; IMP-1 inh: 0.8; PHOSPHO1 inh: 7; GalR3 antagonist: -8; DNA FID counter: 1; VIM-2 inh: -0.5; NS3 helicase inh: -3

How did O=[N+]([O-])c1ccc2[nH]c3c(c2c1)CCCC3 do in these assays?
OXTR ag: -1.9; V1aR counter: 0.3; GPR7 antagonist: -7; IMP-1 inh: -2.8; PHOSPHO1 inh: 1; GalR3 antagonist: -2; DNA FID counter: 5; VIM-2 inh: 0.8; NS3 helicase inh: -15

Results for O=C(c1c(F)cccc1F)N(Cc1ccccc1)Cc1ccccc1 ?
OXTR ag: -2.1; V1aR counter: -0.5; GPR7 antagonist: -2; IMP-1 inh: -3.1; PHOSPHO1 inh: 41; GalR3 antagonist: -9; DNA FID counter: -30; VIM-2 inh: -3.1; NS3 helicase inh: 6

How did O=C(C1CCC(=O)N1Cc1cccs1)N1CCOCC1 (stereo unspecified) do in these assays?
OXTR ag: 0.6; V1aR counter: 0.5; GPR7 antagonist: -10; IMP-1 inh: -2.7; PHOSPHO1 inh: 25; GalR3 antagonist: -3; DNA FID counter: -2; VIM-2 inh: -2.5; NS3 helicase inh: -4

Results for CC(C)C(NC(=O)CN(c1cccc(F)c1)S(C)(=O)=O)C(C)C ?
OXTR ag: 1.7; V1aR counter: 0.8; GPR7 antagonist: -4; IMP-1 inh: 1.7; PHOSPHO1 inh: -1; GalR3 antagonist: -3; DNA FID counter: -15; VIM-2 inh: -0.2; NS3 helicase inh: 15

What do the screens show for `CN1CCN(c2ccc(CNS(=O)(=O)c3ccc(Cl)cc3)cc2)CC1`?
OXTR ag: 0.6; V1aR counter: 0.7; GPR7 antagonist: -8; IMP-1 inh: 0.9; PHOSPHO1 inh: -4; GalR3 antagonist: -2; DNA FID counter: 8; VIM-2 inh: -1.9; NS3 helicase inh: 0

How did Cc1ccccc1[C@@H]1C(C#N)=C(N)S[C@H]1C(=O)c1ccccc1 do in these assays?
OXTR ag: -1.6; V1aR counter: -0.5; GPR7 antagonist: -13; IMP-1 inh: -2.7; PHOSPHO1 inh: 3; GalR3 antagonist: -4; DNA FID counter: -15; VIM-2 inh: -2.9; NS3 helicase inh: -6

How did CC1CCCCC1n1c(=S)[nH]c2ccccc2c1=O (stereo unspecified) do in these assays?
OXTR ag: -1.3; V1aR counter: -0.4; GPR7 antagonist: -25; IMP-1 inh: -2.5; PHOSPHO1 inh: 33; GalR3 antagonist: -3; DNA FID counter: -7; VIM-2 inh: -0.9; NS3 helicase inh: -3

What do the screens show for `COc1ccc(/C=C/C(=O)Nc2ccc(NC(C)=O)cc2)cc1S(=O)(=O)N1CCOCC1`?
OXTR ag: -0.2; V1aR counter: 0.8; GPR7 antagonist: -8; IMP-1 inh: -3.8; PHOSPHO1 inh: 9; GalR3 antagonist: -5; DNA FID counter: -17; VIM-2 inh: -0.6; NS3 helicase inh: 1

What do the screens show for `CN(c1ccccc1C(=O)NCc1ccccc1Cl)S(=O)(=O)c1ccccc1`?
OXTR ag: -0.4; V1aR counter: 2.0; GPR7 antagonist: -4; IMP-1 inh: -3.7; PHOSPHO1 inh: 3; GalR3 antagonist: -5; DNA FID counter: -29; VIM-2 inh: -2.5; NS3 helicase inh: -5

Results for Cc1ccc(OCC(=O)NCCCNC(=O)c2ccccn2)cc1C ?
OXTR ag: 0.1; V1aR counter: 2.5; GPR7 antagonist: -6; IMP-1 inh: -3.2; PHOSPHO1 inh: 8; GalR3 antagonist: -8; DNA FID counter: -26; VIM-2 inh: -2.5; NS3 helicase inh: -2

Results for COc1ccccc1C(CCNCc1ccccc1)c1ccc(OC(C)C)cc1 (stereo unspecified) ?
OXTR ag: 12; V1aR counter: 8.3; GPR7 antagonist: 23; IMP-1 inh: 2.4; PHOSPHO1 inh: 33; GalR3 antagonist: -15; DNA FID counter: 36; VIM-2 inh: 0.5; NS3 helicase inh: -68

Reprinted from the part before: four compounds; new compounds follow.
What do the screens show for `COc1ccc(/C=C/C(=O)Nc2ccc(NC(C)=O)cc2)cc1S(=O)(=O)N1CCOCC1`?
OXTR ag: -0.2; V1aR counter: 0.8; GPR7 antagonist: -8; IMP-1 inh: -3.8; PHOSPHO1 inh: 9; GalR3 antagonist: -5; DNA FID counter: -17; VIM-2 inh: -0.6; NS3 helicase inh: 1

What do the screens show for `CN(c1ccccc1C(=O)NCc1ccccc1Cl)S(=O)(=O)c1ccccc1`?
OXTR ag: -0.4; V1aR counter: 2.0; GPR7 antagonist: -4; IMP-1 inh: -3.7; PHOSPHO1 inh: 3; GalR3 antagonist: -5; DNA FID counter: -29; VIM-2 inh: -2.5; NS3 helicase inh: -5

Results for Cc1ccc(OCC(=O)NCCCNC(=O)c2ccccn2)cc1C ?
OXTR ag: 0.1; V1aR counter: 2.5; GPR7 antagonist: -6; IMP-1 inh: -3.2; PHOSPHO1 inh: 8; GalR3 antagonist: -8; DNA FID counter: -26; VIM-2 inh: -2.5; NS3 helicase inh: -2

Results for COc1ccccc1C(CCNCc1ccccc1)c1ccc(OC(C)C)cc1 (stereo unspecified) ?
OXTR ag: 12; V1aR counter: 8.3; GPR7 antagonist: 23; IMP-1 inh: 2.4; PHOSPHO1 inh: 33; GalR3 antagonist: -15; DNA FID counter: 36; VIM-2 inh: 0.5; NS3 helicase inh: -68

What do the screens show for `NC(=S)N/N=C/c1cc([N+](=O)[O-])ccc1OCCOc1ccccc1`?
OXTR ag: 2.2; V1aR counter: 6.0; GPR7 antagonist: -6; IMP-1 inh: -3.1; PHOSPHO1 inh: 7; GalR3 antagonist: 3; DNA FID counter: -4; VIM-2 inh: -4.8; NS3 helicase inh: 1

How did CC1CCCC(C)N1/N=C/c1cccc(Br)c1 (stereo unspecified) do in these assays?
OXTR ag: 0.1; V1aR counter: -1.6; GPR7 antagonist: -13; IMP-1 inh: -3.4; PHOSPHO1 inh: 37; GalR3 antagonist: -8; DNA FID counter: -6; VIM-2 inh: -3.9; NS3 helicase inh: 3

How did COc1ccc(-n2ncc3c(=O)n(CC(=O)N4CCCc5ccccc54)cnc32)cc1 do in these assays?
OXTR ag: 0.0; V1aR counter: 0.7; GPR7 antagonist: 1; IMP-1 inh: -3.1; PHOSPHO1 inh: 24; GalR3 antagonist: -5; DNA FID counter: -4; VIM-2 inh: -2.9; NS3 helicase inh: -3

How did CCN(CC)CCNC(=O)/C(=C/c1cn(C)c2ccccc12)NC(=O)c1ccc(OC)c(OC)c1 do in these assays?
OXTR ag: 1.0; V1aR counter: 0.9; GPR7 antagonist: -1; IMP-1 inh: -2.5; PHOSPHO1 inh: 8; GalR3 antagonist: -4; DNA FID counter: 19; VIM-2 inh: -1.0; NS3 helicase inh: -6

How did Clc1ccc(C2[C@H]3CN(CC4CCCCC4)[C@H](c4ccccc4)C34CC2(c2ccccc2)C4)cn1 (stereo partly specified) do in these assays?
OXTR ag: -1.2; V1aR counter: -1.0; PHOSPHO1 inh: 31; GalR3 antagonist: 0

How did CCCS(=O)(=O)N1CCC(C(=O)NCc2cccnc2)CC1 do in these assays?
OXTR ag: -0.2; V1aR counter: 0.6; GPR7 antagonist: -1; IMP-1 inh: -0.7; PHOSPHO1 inh: -15; GalR3 antagonist: 0; DNA FID counter: -2; VIM-2 inh: -1.2; NS3 helicase inh: -3

What do the screens show for `CCN(CC(=O)Nc1ccc(NC(C)=O)cc1)C(=O)/C=C/c1c(C)nn(-c2ccc(F)cc2)c1C`?
OXTR ag: 0.0; V1aR counter: 0.0; GPR7 antagonist: -7; IMP-1 inh: -0.9; PHOSPHO1 inh: 8; GalR3 antagonist: 0; DNA FID counter: -30; VIM-2 inh: -0.2; NS3 helicase inh: 1

How did Cc1nnc(SCC(=O)N(C(C)C)C(C)C)[nH]c1=O do in these assays?
OXTR ag: 0.3; V1aR counter: 0.2; GPR7 antagonist: -10; IMP-1 inh: -3.0; PHOSPHO1 inh: -3; GalR3 antagonist: -5; DNA FID counter: 2; VIM-2 inh: -2.1; NS3 helicase inh: 0

What do the screens show for `COc1nc(N)c(S(=O)(=O)c2ccc(C)cc2)cc1C#N`?
OXTR ag: 2.3; V1aR counter: 1.5; GPR7 antagonist: -13; IMP-1 inh: -2.4; PHOSPHO1 inh: 14; GalR3 antagonist: -9; DNA FID counter: -7; VIM-2 inh: -0.6; NS3 helicase inh: 9

How did Cc1sc(NC(=O)CSc2nnnn2C2CCCCC2)c(C#N)c1C do in these assays?
OXTR ag: 0.8; V1aR counter: -0.3; GPR7 antagonist: -13; IMP-1 inh: -3.0; PHOSPHO1 inh: 30; GalR3 antagonist: -2; DNA FID counter: -1; VIM-2 inh: -3.4; NS3 helicase inh: -2

How did O=C(NCCC1=CCCCC1)c1cc2ccccc2oc1=O do in these assays?
OXTR ag: -3.4; V1aR counter: -1.5; GPR7 antagonist: -7; IMP-1 inh: -4.5; PHOSPHO1 inh: -16; GalR3 antagonist: -1; DNA FID counter: -4; VIM-2 inh: -1.7; NS3 helicase inh: -26

Results for CCc1nn(CC(=O)Nc2cc(C)ccc2C)c(=N)s1 ?
OXTR ag: 0.1; V1aR counter: -0.1; GPR7 antagonist: -6; IMP-1 inh: -2.9; PHOSPHO1 inh: 29; GalR3 antagonist: -3; DNA FID counter: 5; VIM-2 inh: -2.5; NS3 helicase inh: 8
